Screening data (PubChem BioAssay)
GRP78 ERSR act: qHTS for Inducers of the Endoplasmic Reticulum Stress Response (ERSR) in Human Glioma: qHTS; U87-MG GRP78 promoter luciferase reporter, 16 h; Potency, µM, for inactives: at the top dose activation, usual class: activators; 420,000 tested, 0.02% active; further: potency means the concentration at half of the fitted maximal effect; series mostly up to about 76 µM; % of control where 0% means no effect; nearly all actives have a fitted effect of over 35% in size
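Stably transfected U87-MG human glioma cells carrying a GRP78-based luminescent sensor were seeded at 1000 cells/well, pin-dosed with compounds and incubated 16 h. Luciferase reagent was then added, and end-point luminescence was read after 10 min at room temperature.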
D2 ag: HTS Assay for Allosteric Agonists of the Human D2 Dopamine Receptor: Primary Screen for Agonists; D(2) dopamine receptor (Homo sapiens), P14416; HEK293 T-REx D2 cells, calcium flux agonist mode; activation, % at 2 µM; 340,000 tested, 0.53% active; AID 485358, 2010;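 active means activation over 3 SD above normal in the single-dose calcium agonist read, cut at about 30% in these data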; further: 0% is about no effect
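Calcium-flux readout, 1 cycle/sec over 180 s following compound pin transfer, in inducible HEK293 Trex D2 cells (force-coupled); dopamine controls included. Positive calcium responses during this window marked compounds as potential agonists.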
ERG-DNA inh: qHTS for Small Molecule Inhibitors of the ERG Ets/DNA interaction; fluorescence polarization, His-ERG Ets domain / labelled DNA; Potency, µM (titrated, usually from 76.9 µM), for inactives: at the top dose FP activity, negative = inhibition, most hits filed as inhibitors; 370,000 tested, 0.028% active; active means well fitted inhibition curve with a large enough effect in the polarisation, with a control signal flat; inconclusive means small, poorly fitted or top-dose-only effect, or effect the other way, or a change in a side signal; inactive means no such curve, though single readings can be large or run the other way; the % refers to the polarisation;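 further: polarization taken with two DNA probes labelled with fluorescein and Texas red; potency means the concentration at half of the fitted maximal effect; % of control where 0% means no effect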
Target sequence (P11308 whole entry, looked up, the tested form may be a part): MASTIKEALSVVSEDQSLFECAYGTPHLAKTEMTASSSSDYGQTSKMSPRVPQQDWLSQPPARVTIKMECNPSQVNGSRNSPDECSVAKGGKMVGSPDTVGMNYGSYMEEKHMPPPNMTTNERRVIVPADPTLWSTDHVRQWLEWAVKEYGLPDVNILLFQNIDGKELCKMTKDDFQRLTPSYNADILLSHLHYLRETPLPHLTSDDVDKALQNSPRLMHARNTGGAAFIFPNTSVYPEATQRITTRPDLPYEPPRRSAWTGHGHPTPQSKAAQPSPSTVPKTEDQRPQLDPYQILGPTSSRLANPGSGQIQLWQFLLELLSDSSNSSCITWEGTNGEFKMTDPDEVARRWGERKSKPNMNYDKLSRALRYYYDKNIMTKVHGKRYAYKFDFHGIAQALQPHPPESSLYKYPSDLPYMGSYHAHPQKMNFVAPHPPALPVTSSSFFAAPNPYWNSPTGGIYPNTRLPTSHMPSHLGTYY
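His-tagged ERG Ets domain (1 uM in the protein solution; 300mM KCl, 50mM Tris-HCl, 1mM EDTA, 1mM DTT, pH 7.5) received compound, then a probe mix of 5 nM fluorescein-DNA and 100nM Texas-615-DNA. Fluorescence polarization was read for both dyes.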
LDHA block: qHTS assay for inhibitors of human lactate dehydrogenase; AID 1347041, 2019; 480,000 tested, 0.15% active; purified LDHA, NADH/diaphorase-resazurin fluorescence; active compounds read low; L-lactate dehydrogenase A chain (Homo sapiens), P00338; activity change, % (values are at about 110 or 230 µM); in the data active means activity change below about -30%; inconclusive means mostly about -25% to -30%;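 further: plate controls were DMSO wells for no effect and wells without enzyme for full effect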
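Resorufin fluorescence (ex540/em590), read at 0 and 20 min after diaphorase/resazurin addition, reports the NADH left after a 5 min room-temperature reaction of 2 nM human LDH5 with 0.06 mM NADH and 0.2 mM pyruvate.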
Vif-APOBEC3F blk: qHTS for Inhibitors of Vif-A3F Interactions: qHTS; AID 602313, 2012; HeLa A3F-eYFP + Vif (tagged APOBEC3F with the HIV-1 protein that degrades it), YFP fluorescence increase; 390,000 tested, 0.2% active; Potency, µM (series often up to 46.1 µM), without a hit: at the top dose activity, negative = active; further: potency means the concentration at half of the fitted maximal effect; % of control where 0% means no effect; nearly all actives have a fitted effect of over 65% in size
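Fluorescence increase (Ex 488/Em 500-530) after overnight compound treatment at 37 deg C flags inhibition of Vif-driven A3F-eYFP loss in stable HeLa A3F-eYFP/Vif cells seeded overnight beforehand.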
RGS4 inh: Inhibitors of Regulator of G Protein Signaling (RGS) 4: qHTS; Regulator of G-protein signaling 4 (Homo sapiens), P49798; 390,000 tested, 0.039% active; AID 504845, 2011; Potency, µM (titrated, usually from 114 µM), without a hit: top-dose activity change, negative = inhibition, actives largely listed as inhibitors; Transcreener GDP fluorescence polarization, RGS4-accelerated GTP hydrolysis; further: potency means the concentration at half of the fitted maximal effect; on the % scale 0 is the no-effect control and ±100 the full control effect; nearly all actives have a fitted effect of over 75% in size; some results filed as inactive show a strong effect at the top dose
Target sequence (P49798 whole entry, looked up): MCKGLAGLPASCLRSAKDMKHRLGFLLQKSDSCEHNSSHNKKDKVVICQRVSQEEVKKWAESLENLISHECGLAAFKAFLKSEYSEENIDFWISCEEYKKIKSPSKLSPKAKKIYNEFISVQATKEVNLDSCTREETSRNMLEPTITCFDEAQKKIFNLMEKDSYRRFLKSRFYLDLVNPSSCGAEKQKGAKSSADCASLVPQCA
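MLSMR compounds (23 nl, pin-transferred) preincubated 10 min at room temperature with a 500nM (2x) first reagent, then RGS4 at 900nM (2x) plus Transcreener GDP mix added; fluorescence polarization (620/688 nm) read before and after 90 min at 30 °C.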
Vif-A3G inh: qHTS for Inhibitors of Vif-A3G Interactions: qHTS. AID 602310, 2012. 410,000 tested, 0.076% active. DNA dC->dU-editing enzyme APOBEC-3G (Homo sapiens), Q9HC16. HeLa A3G-eYFP + Vif (tagged APOBEC3G with the HIV-1 protein that degrades it), YFP fluorescence, overnight. Potency, µM (top dose mostly 46.1 µM), for inactives: top-dose activity, negative = active, usual class: inhibitors;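 further: potency means the concentration at half of the fitted maximal effect; on the % scale 0 is the no-effect control and ±100 the full control effect; nearly all actives have a fitted effect of over 60% in size; hits raise eYFP signal because A3G escapes Vif-driven loss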
Target sequence (Q9HC16 whole entry, looked up): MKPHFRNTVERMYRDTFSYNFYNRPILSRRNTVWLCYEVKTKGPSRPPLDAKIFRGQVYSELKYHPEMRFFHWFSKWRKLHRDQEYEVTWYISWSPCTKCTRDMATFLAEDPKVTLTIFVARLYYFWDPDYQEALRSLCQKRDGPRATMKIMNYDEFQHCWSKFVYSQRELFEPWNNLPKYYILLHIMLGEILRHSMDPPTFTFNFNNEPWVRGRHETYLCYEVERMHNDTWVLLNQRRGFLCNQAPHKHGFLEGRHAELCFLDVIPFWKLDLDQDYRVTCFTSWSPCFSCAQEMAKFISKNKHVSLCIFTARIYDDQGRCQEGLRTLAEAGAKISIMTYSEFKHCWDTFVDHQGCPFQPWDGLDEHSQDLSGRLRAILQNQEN
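HeLa cells stably expressing Vif and C-terminally eYFP-tagged A3G, seeded overnight at 37 deg C, then exposed to compound by pintool overnight at 37 deg C. Rise in yellow fluorescence (Ex 488/Em 500-530, Acumen) marks blocked Vif-driven A3G degradation.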
D2 antag: HTS Assay for Allosteric Antagonists of the Human D2 Dopamine Receptor: Primary Screen for Antagonists; D(2) dopamine receptor (Homo sapiens), P14416; HEK293 TREx D2 cells, calcium flux, dopamine EC80; inhibition, % at 10 µM; 340,000 tested, 2% active; AID 485344, 2010; in the data active means inhibition above about 30%; further: 0% is about no effect
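Tetracycline-induced HEK293 TREx cells expressing D2 receptor forced-coupled to calcium signalling, loaded with no-wash calcium dye. Compounds added and calcium flux read 180 s, then dopamine added at EC80 and read a further 180 s.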
12-LOX inh: Primary qHTS assay for inhibitors of human arachidonate 12S-lipoxygenase (ALOX12): Round 2. Potency, µM (highest dose often 108 µM), without a hit: at the highest dose activity change, negative = inhibition, hits mostly inhibitors. 580,000 tested, 1.1% active. Polyunsaturated fatty acid lipoxygenase ALOX12 (Homo sapiens), P18054. purified 12hLO, xylenol orange hydroperoxide absorbance. AID 1671190, 2021; further: potency means the concentration at half of the fitted maximal effect; on the % scale 0 is the no-effect control and ±100 the full control effect
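Hydroperoxide product was detected by ferrous iron/xylenol orange as the 573 to 405 nm absorbance ratio. Arachidonic acid at 40 uM (final) was turned over for 30 min at room temperature by 150 nM human 12hLO, pH 7.0 Hepes buffer, after 15 min compound preincubation.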
Starred values were filed as active, the others as inactive; i = inactive; u = inconclusive; x = no result given; & = joins results of further samples; [ ] = another dose, or the depositor's remark. Unless noted, the call rests on the fitted dose curve; in most records, active means well fitted curve in the direction sought with a large enough effect; inconclusive means small, poorly fitted or top-dose-only effect, or another doubt; inactive means no such curve, though single readings can be large; an effect the other way counts as inactive or inconclusive.

SMILES	GRP78 ERSR act	D2 ag	ERG-DNA inh	LDHA block	Vif-APOBEC3F blk	RGS4 inh	Vif-A3G inh	D2 antag	12-LOX inh
COc1cc(/C=C2/S/C(=N/S(=O)(=O)Cc3ccccc3)NC2=O)c([N+](=O)[O-])cc1OC	-3%	0.7	-13%	3	-21%	-18%[56.9 µM]	3%	13	-21%
O=C1CC(c2ccc(F)cc2)c2cc3c(cc2N1)CCC3 (stereo not given)	-6%	1.5	-5%	-1	-11%	-2%	u	-7	-21%
CN(Cc1ccccc1)C(=O)c1ccc2c(c1)OCO2	0%	0.2	-1%	-6	3%	8%	-1%	1	-17%
CC(C)[C@H](NC(=O)c1ccco1)C(=O)OCC(=O)c1ccc2c(c1)NC(=O)CO2	-9%	0.4	8%	-1	3%	-19%	-4%	0	-1%
CC(=O)N(C1CC(C)C(C#N)(C#N)C1(C#N)C#N)N(C)C (stereo not given)	-16%	0.9	0%	-4	8%	u	-28%	-5	-2%
COCCCNC(=O)CCn1c(=O)c2ccccc2n(Cc2cccc([N+](=O)[O-])c2)c1=O	-4%	x	-2%	-7	8%	3%	-1%	x	6%
c1ccc(N(c2ccccc2)c2nc(N3CCCC3)nc(-n3ccnc3)n2)cc1	-2%	0.4	-5%	6	-6%	0%	2%	1	0%
O=S1(=O)CCOC[C@H](CC2CCCCC2)N1Cc1ccc(F)cc1	0%&3%	0.2	4%	-3	-5%	8%	-9%&-19%	-22	21%
Nc1nc(Br)c2c(F)cccc2c1-c1ccccc1	-2%	x	-11%	-2	3%	-2%	1%	x	-18%
Cc1onc(-c2c(F)cccc2Cl)c1C(O)c1ccc(F)cc1 (stereo not given)	-2%	0.7	-4%	9	8%	1%	1%	-2	26%
CCOc1ccc(NC(=O)CSc2nnnn2-c2ccc(C(N)=O)cc2)cc1	6%	-0.3	9%	-2	-25%	-7%	1%	3	7%
CN(C)c1nc(N2CCN(c3ccc(F)cc3)CC2)c(C#N)c(=O)o1	-5%	x	5%	-5	0%	-27%	0%	x	-6%
Cn1cc(S(=O)(=O)N2CCCCCC2)cc1C(=O)NCc1ccc(Cl)cc1	2%	1.4	-3%	-7	0%	-5%	1%	x	0%
O=C(NCc1ccccn1)C(=O)NCC1OCCN1C(=O)c1ccc(Cl)cc1 (stereo not given)	-5%	x	19%	0	-20%	9%	0%	x	8%
Cc1cc(C(=O)COC(=O)CCCN2C(=O)c3ccccc3C2=O)c(C)n1C	-4%	-0.4	12%	4	-1%	-23%	-7%	-6	0%
COC(=O)CCC(=O)c1oc2ccc(Cl)cc2c1NC(=O)CCCN1C(=O)c2ccccc2C1=O	-3%	x	-10%	-6	3%	1%	2%	x	0%
CCC1CCCCN1C(=O)Cn1c(=O)n(CCCCCC(=O)NCc2ccccc2Cl)c(=O)c2sccc21 (stereo not given)	0%	-0.8	6%	-5	6%	5%	-10%	x	-10%
C(=N\Nc1nc(N2CCOCC2)nc(N2CCOCC2)n1)/c1ccncc1	-4%	0.2	-5%	-8	7%	3%	1%	-4	-4%
O=C(NCCCN1CCCCCC1)c1ccc(CS(=O)(=O)Cc2ccccc2F)o1	-5%	0.2	-15%	-12	0%	3%	0%	5	286%[activator]
COc1ccc(OC)c(NC(=O)C2CC(=O)N(CCc3ccc(F)cc3)C2)c1 (stereo not given)	-4%	x	1%	-5	-8%	-5%	-1%	x	x
Cc1nn(CC(=O)NNC(=O)c2ccc(Br)cc2)c(C)c1[N+](=O)[O-]	-1%	-0.2	1%	-7	-7%	2%	-5%	7	i
Cc1ccc(-c2csc(-c3c(N)c(C(=O)c4ccc5c(c4)OCO5)n4ccccc34)n2)cc1	x	0.0	1%	-1	x	6%	x	x	-32%
CC(=O)N(CCCNC(=O)c1ccccc1)C(=O)c1ccccc1	0%	x	12%	-6	-19%	8%	-4%	x	-4%
Cc1ccc(N(CC(=O)NCC2CCCO2)C(=O)CCC(=O)Nc2ccccn2)cc1C (stereo not given)	1%	-0.5	6%	-2	3%	-44%	-4%	-2	21%
O=[N+]([O-])c1cccnc1NCCNc1ncc(C(F)(F)F)cc1Cl	2%	0.9	-8%	-2	-12%	-17%	-9%	-14	u

Next section.
SMILES	GRP78 ERSR act	D2 ag	ERG-DNA inh	LDHA block	Vif-APOBEC3F blk	RGS4 inh	Vif-A3G inh	D2 antag	12-LOX inh
COc1cc(SC)ccc1C(=O)Nc1ccccn1	-4%	-0.3	-2%	-17	-5%	2%	-6%	3	-10%
OC(c1ccccc1)c1ncc(-c2cccc(F)c2)[nH]1 (stereo not given)	3%	x	x	-4	x	x	-1%	x	5%
COc1ccc(N(C(=O)COc2ccccc2)C2C=CS(=O)(=O)C2)cc1 (stereo not given)	-3%	0.5	x	-2	3%	21%	0%	14	3%
COc1ccc(CCNC(=O)CN(c2ccc(C)cc2)S(=O)(=O)c2c(C)noc2C)cc1OC	2%	-0.2	-9%	-1	0%	0%	1%	-24	-17%
CSCCC(NC(=O)CCNC(=O)c1ccccc1Cl)c1nc2ccccc2[nH]1 (stereo not given)	-2%	0.6	-6%	0	-10%	-8%	1%	0	26%
Cc1ccc(C2(C)NC(=O)N(CC(=O)Nc3cc(S(=O)(=O)N4CCCCC4)ccc3OC(C)C)C2=O)cc1 (stereo not given)	-2%	-0.5	-8%	-6	3%	20%	-5%	-8	14%
Cc1c(CCO)c(=O)n(C)n1C(=O)c1ccc(Cl)cc1	-4%	-0.3	-17%	-7	-3%	5%	-2%	-2	-10%
Cc1cccc(C(=O)Oc2c(Sc3ccccc3)c(C)nn2C(C)(C)C)c1	-5%	-0.6	6%	1	0%	-11%	-2%	x	-16%
CCOc1ccc(C(=O)c2cn(CC(=O)Nc3ccc4c(c3)OCCO4)c3ccc(F)cc3c2=O)cc1	-1%	1.0	-2%	-16	-28%	8%	-4%	x	-25%
Cc1ccc(-c2nnn3c2nc(NCC(C)c2ccccc2)c2ccccc23)cc1 (stereo not given)	5%	0.3	-4%	-7	-2%	5%	-6%	x	-23%
Cc1ccc(NC(=O)c2cccc(N3C(=O)C4C5CCC(C5)C4C3=O)c2)c(C)c1 (stereo not given)	0%	x	x	-7	0%	-11%	-2%	x	-12%
CC(=O)NCCC(=O)Nc1cc(S(=O)(=O)Nc2ccc(Cl)cc2)ccc1N1CCCC1	0%	0.1	11%	-8	6%	-36%	1%	-9	u
Cc1cccc(OCC(=O)Nc2ccc(N3CCN(C(=O)c4ccccc4)CC3)cc2)c1C	-5%	-1.0	-7%	-2	-3%	-18%	0%	-6	10%
CCOC(=O)N1CCN(Cc2nc(N)nc(Nc3ccc(OCC)cc3)n2)CC1	-5%	-0.2	-3%	1	-2%	48%	2%	22	11%
CCNC(=O)C1CC(=O)N(c2ccc(Br)cc2)C1 (stereo not given)	-3%	-0.5	2%	-7	3%	-14%[11.4 µM]	0%	15	0%
N#Cc1c(-c2ccccc2)cc(-c2ccccc2)nc1SCCC(=O)O	-5%	x	5%	-6	-1%	u	u	x	0%
Cc1cc(C)c(NC(=O)COC(=O)c2cccc3c2C(=O)c2ccccc2C3=O)c(C)c1	-5%	0.6	3%	6	7%	12%	4%	19	-4%
CC(=O)Nc1ccc(-c2nnn(CC(=O)c3ccccc3)n2)cc1Cl	-1%	-0.1	6%	-1	-4%	-18%	1%	-18	0%
CN(C[C@H](Cc1ccccc1)N(C[C@H](c1ccccc1)N(CCc1ccccc1)N=O)N=O)N=O	-5%	0.5	7%	0	-2%	15%	3%	0	-5%
O=C(Nc1ccccc1Br)c1ccccc1-c1ccccc1	-2%	-2.0	u	-6	-25%	-12%	u	-2	8%
CC1=NN(C(=O)c2ccc(Cn3nc(C)cc3C)o2)C(O)(C(F)(F)F)C1 (stereo not given)	-4%	-0.7	-2%	0	-5%	4%	-6%	4	11%
CCOC(=O)N1CCN(c2ccc(C(C)=O)cc2F)CC1C (stereo not given)	-4%	-0.6	15%	-1	-6%	6%	0%	1	0%
C=CCn1c(N)cc(=O)nc1SC(C)C(=O)Nc1cccc2ccccc12 (stereo not given)	-3%	0.1	1%	-5	8%	-8%	1%	6	0%

Reformatted with two lines to a compound: entries from further up.
Each structure is followed by: GRP78 ERSR act, D2 ag, ERG-DNA inh, LDHA block, Vif-APOBEC3F blk, RGS4 inh, Vif-A3G inh, D2 antag, 12-LOX inh
- O=C(Nc1ccccc1Br)c1ccccc1-c1ccccc1
 : -2%, -2.0, u, -6, -25%, -12%, u, -2, 8%
- CC1=NN(C(=O)c2ccc(Cn3nc(C)cc3C)o2)C(O)(C(F)(F)F)C1 (stereo not given)
 : -4%, -0.7, -2%, 0, -5%, 4%, -6%, 4, 11%
- CCOC(=O)N1CCN(c2ccc(C(C)=O)cc2F)CC1C (stereo not given)
 : -4%, -0.6, 15%, -1, -6%, 6%, 0%, 1, 0%

Not all compounds are listed; the hit share may differ from the screen's.
